Compound activity from PubChem.
FEN1 inhibitor: human FEN1 inhibition. P39748. Recombinant FEN1 flap cleavage, fluorescence, 15 min. Potency, µM (doses to about 114 µM), inactives show at the top dose activity change, negative = inhibition, usual class: inhibitors. actives 0.35% (n = 390,000). AID 588795; note: nearly all actives have a fitted effect of over 65% in size
Target sequence (P39748 whole entry, looked up): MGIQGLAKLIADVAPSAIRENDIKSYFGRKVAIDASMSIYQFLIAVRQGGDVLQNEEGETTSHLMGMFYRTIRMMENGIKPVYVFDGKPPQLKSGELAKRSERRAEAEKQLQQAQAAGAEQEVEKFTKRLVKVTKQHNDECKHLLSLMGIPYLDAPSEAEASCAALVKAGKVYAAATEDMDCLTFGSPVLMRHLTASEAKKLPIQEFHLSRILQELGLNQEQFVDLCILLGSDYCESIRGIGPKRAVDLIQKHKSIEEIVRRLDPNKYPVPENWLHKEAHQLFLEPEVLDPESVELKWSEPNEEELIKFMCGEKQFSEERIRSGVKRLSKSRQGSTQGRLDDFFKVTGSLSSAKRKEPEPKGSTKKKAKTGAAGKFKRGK
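Potency values derive from four-parameter Hill fits of normalized qHTS data. The reaction used 10 nM FEN1 preincubated 15 min at room temperature with compound, then 50 nM DNA substrate, read at 0 and 15 min.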
GCN5L2 inh: inhibitors of human GCN5L2 histone acetyltransferase; AID 504327; Potency, µM (titrated, usually from 58.9 µM), without a hit: at the highest dose activity change, negative = inhibition, most hits filed as inhibitors; GCN5L2 HAT assay, ThioGlo1 CoA-SH fluorescence; Q92830; actives 0.21% (n = 390,000)
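Enzyme at 20nM final was mixed with library compounds for 15 min at room temperature. Peptide H3(1-25) at 75uM, acetyl-CoA at 70uM and ThioGlo1 at 50uM were then added. Plates were read immediately and after 20 min (Ex340nm/Em540nm).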
TDP1 cell CPT: growth inhibition of DT40 Tdp1-/-;hTDP1 cells with camptothecin (screen for TDP1 inhibitors); chicken DT40 Tdp1-/-;hTDP1 cells + 20 nM CPT, ATP luminescence, 48 h; Potency, µM (highest dose often 46.2 µM), for the others: at the top dose activity change, negative = growth inhibition, hits mostly inhibitors; actives 12% (n = 420,000); AID 686979; note: nearly all actives have a fitted effect of over 55% in size
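Chicken DT40 Tdp1-/- cells complemented with human TDP1, 400 cells/well, exposed to compounds plus 20 nM camptothecin for at least 48 h at 37 C; viability read as ATP content by CellTiter-Glo luminescence.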
An asterisk follows results filed as active; u = inconclusive; x = not tested or not shown; & = joins results of further samples; [ ] = remark or other dose. Calls come from the whole dose curve; as a rule, active = well fitted curve in the direction sought with a large enough effect; inconclusive = small, poorly fitted or top-dose-only effect, or another doubt; inactive = no such curve, though single readings can be large; an effect the other way counts as inactive or inconclusive. % is set by controls: 0 for no effect and ±100 for the full control effect; potency is the fitted concentration of half-maximal effect. The list is partial; the hit share may differ from the screen's.

Sequence of screens – FEN1 inhibitor	GCN5L2 inh	TDP1 cell CPT
> CCOC(=O)/C(C#N)=C/c1cc(C)n(-c2ccc(C)cc2)c1C
 : -22%	-10%	18µM*
> Cc1cc(NC(=O)C(C)Sc2nc(-c3ccccc3)cc(=O)[nH]2)no1 (configuration not stated)
 : 9%	-1%	-13%
> CCC(C(=O)NCC1CCCO1)N(Cc1ccccc1)C(=O)CNS(=O)(=O)c1ccccc1 (configuration not stated)
 : 5%	-1%	3%
> O=C(CC1OCC2CCCN2C1=O)Nc1ccc([N+](=O)[O-])cc1 (configuration not stated)
 : 2%	-2%	16µM*
> O=C(CSc1nc(-c2ccco2)cc(C(F)(F)F)n1)NCCN1CCOCC1
 : 14%	-9%	-20%
> COc1ccc(N2CCN(S(=O)(=O)c3ccc(F)c(C(=O)Nc4ccccc4Cl)c3)CC2)cc1
 : 0%	1%	7.3µM*
> Cc1ccc([N+](=O)[O-])cc1NC(=O)C1CCCC1
 : -2%	3%	8%
> O=C1CC(=O)Nc2cc(S(=O)(=O)N3CCOc4ccccc43)ccc2N1
 : -14%&-13%	3%&1%	-11%&1%
> COC(=O)c1ccccc1NC(=O)COc1ccccc1C(=O)Nc1ccccc1
 : 7%	x	u
> Cc1ccc(C)c(-n2ccnc2SCC(=O)Nc2cccc(S(=O)(=O)NC3=NCCC3)c2)c1
 : 17%	-7%	-18%
> CC1(C)CC(=O)C(C(c2ccccc2F)C2C(=O)CC(C)(C)CC2=O)C(=O)C1
 : 8%	-7%	3%
> C=CCSc1nc2c(c(=N)n1CC=C)C1CCCC1S2 (configuration not stated)
 : -16%	x	-16%
> COc1ccc(C)cc1NC(=O)CO/N=C(\N)CC(=O)Nc1ccccc1OC
 : 0%	-12%	-6%
> N=c1n(CCN2CCCC2)c2ccccc2n1CC(O)c1ccc(Cl)c(Cl)c1 (configuration not stated)
 : -4%	16%	5.8µM*
> CC1=CCC2C(=O)N(c3cccc(C(=O)Nc4ccccc4Cl)c3)C(=O)C2C1 (configuration not stated)
 : 9%	-7%	-12%
> S=c1[nH]nc(COc2ccc(Cl)cc2)n1-c1ccc(Cl)cc1
 : -5%	-27%	9%
> Cc1cc(=O)oc2c(C)c(OC(C)C(=O)NCCCn3ccnc3)ccc12 (configuration not stated)
 : 15%	-4%	-4%
> O=C(Cn1ncn2nc(-c3cccs3)cc2c1=O)NCc1cccc(Br)c1
 : -5%	-6%	-20%
> S=C(c1ccc(-c2ccccc2)o1)N1CCCCC1
 : -2%	-9%	u
> CCC(C)C1NC(=S)N(C2CCCCC2)C1=O (configuration not stated)
 : 8%	-7%	-6%
> CC(=O)c1cn(-c2ccc(Cl)cc2)c(=O)n(Cc2ccc(F)cc2)c1=O
 : -4%	-5%	u
> CC(=O)c1cccc(OCc2cc(C(=O)N(C)Cc3cnccn3)no2)c1
 : -12%	0%	-25%
> CCOC(=O)c1cc(-c2ccccc2)n(CC(=O)Nc2cc(OC)cc(OC)c2)c1C
 : 1%	-4%	21µM*
> Cn1c(N)c(C(=O)COC(=O)/C=C/c2ccccc2Cl)c(=O)n(C)c1=O
 : 8%	-1%	u
> CN(C)C(=O)NC(Nc1ccc(Cl)cc1Cl)C(Cl)(Cl)Cl (configuration not stated)
 : -6%	-23%	u
> Cc1ccc(N2CC(=O)N(NC(=O)c3sc4nc(C)cc(C)c4c3N)CC2=O)cc1
 : -5%	-10%	6%
> CC(C)N(C(=O)[C@H]1CC(CC(=O)NCCCn2ccnc2)C(=O)N2CCc3c([nH]c4ccccc34)[C@]12C)C(C)C (some centres not stated)
 : 10%	2%	-2%
> CCCc1cc(=O)[nH]c(SCC(=O)N(C)C2CCS(=O)(=O)C2)n1 (configuration not stated)
 : 3%	0%	-16%
> COc1ccc(CN(C)C(=O)Cn2cnc3c(SC)nc(N)nc32)cc1OC
 : -6%	-4%	15µM*
> CCN(CC)C(=O)CSc1nnc(CNc2ccc(F)cc2)n1-c1ccccc1
 : 5%	-6%	-20%
> O=C(COc1ccc(S(=O)(=O)NC2CCCCC2)cc1Cl)NCc1ccc2c(c1)OCO2
 : -20%	-10%	u
> CCOC1(NC(=O)c2ccccc2)C(C)=CC(=O)C=C1C
 : 5%	8%	u
> COc1cc(OC)cc(C(=O)NNC(=O)c2cc3c(s2)CCCC3)c1
 : 1%	-2%	u
> CCOC(=O)NC1(C(F)(F)F)NC(=O)N(c2ccc(C)c(C)c2)C1=O (configuration not stated)
 : -6%	13%	x
> COc1ccc(-c2csc(NC(=O)Cc3cc(OC)c(OC)c(OC)c3)n2)cc1OC
 : -7%	-5%	21µM*
> NCC(O)CN(c1ccccc1)c1ccccc1 (configuration not stated)
 : 5%	1%	14%
> Cc1nn(C2CCS(=O)(=O)C2)c(C)c1CN(C)C(=O)c1ccc(Cl)cc1 (configuration not stated)
 : 13%	-8%	-4%
> Cc1ccccc1C1c2[nH]c3ccccc3c2CCN1Cc1cccn1-c1ncccn1 (configuration not stated)
 : -6%	-5%	u
> CSc1nnc(-c2sccc2-n2cccc2)o1
 : -4%	1%	-2%
> CCN(CC)c1ccc(/C=N/NC(=O)c2nnn(-c3nonc3N)c2C(C)C)c(O)c1
 : -6%	-15%	5.8µM*
> CC(C)OCCCNC(=O)c1ccc(-n2c(-c3ccccc3)cc3c2CCCC3)cc1
 : 14%	-8%	u
> Cc1occc1C(=O)N=Nc1c(O)n(C)c2ccccc12
 : 25%	-5%	-11%
> COc1cc2c(cc1NC(=O)COC(=O)/C=C/c1ccccc1)oc1ccccc12
 : -3%	-10%	21µM*
> CN1CCN(S(=O)(=O)c2cccc(C(=O)Nc3sccc3C#N)c2)CC1
 : -1%	-1%	-11%
> CCOC(=O)CN1C(=O)COc2ccc(Cl)cc21
 : -1%	-1%	-9%
> CCCCCCCCNS(=O)(=O)CCNCc1ccc(OC)cc1
 : -25%	x	u
> COc1ccccc1CNS(=O)(=O)c1cnc(N)nc1
 : -4%	-14%	1%
> COc1cc(OC)cc(C(=O)NC(C(=O)Nc2ccc(N3CCOCC3)cc2)C(C)C)c1 (configuration not stated)
 : 9%	-2%	-7%
> CCOC(=O)c1c(C)[nH]c(C)c1S(=O)(=O)NCC(=O)Nc1ccc(C)c(N(C)C)c1
 : -3%	-3%	-23%
> O=S(=O)(Nc1cc(S(=O)(=O)N2CCOCC2)ccc1N1CCCC1)c1cccs1
 : 2%	-3%	2%

Continuation:
Sequence of screens – FEN1 inhibitor	GCN5L2 inh	TDP1 cell CPT
> Cc1ccc(-n2[nH]c(C)c(C=Nc3ccc(S(=O)(=O)Nc4nccs4)cc3)c2=O)cc1C
 : -7%	-15%	8.2µM*
> COc1cc2cc(C(=O)N[C@@H](Cc3ccccc3)C(=O)O)n(C)c2c(OC)c1OC
 : -2%	-8%	-3%
> Cc1ccc(OCCCCCCN2CCNCC2)cc1
 : 0%	x	18µM*
> O=C1NC(c2ccccc2)Nc2c1sc(=S)n2-c1ccccc1 (configuration not stated)
 : 0%	-10%	-12%
> COc1cccc(-c2cncnc2NCCN2CCOCC2)c1
 : x	-3%	0.82µM*
> Fc1ccc(CNc2nc(-c3ccccc3)cc(C(F)(F)F)n2)cc1
 : 0%	-10%	21µM*
> CC(C)Sc1nnc([C@H](Cc2c[nH]c3ccccc23)NC(=O)OC(C)(C)C)o1
 : u	-9%	u
> CC(C)Oc1cc2oc(=O)c3c(c2cc1Cl)CCC3
 : 5%	-11%	-22%
> CCOCCCNc1nc2c(c(=O)[nH]c(=O)n2C)n1CCCc1ccccc1
 : 11%	-17%	-21%
> COc1ccccc1CNC(=O)/C=C/c1cc2c(cc1Br)OCO2
 : 6%	-5%	-25%
> CC(=O)c1ccc(N2Cc3ccccc3/C2=N\C(=O)Nc2ccc(Cl)cc2)cc1
 : 0%	-3%	u
> Cn1nccc1C(=O)Nc1sc2c(c1C(N)=O)CCCC2
 : -10%	-12%	u
> Cc1nn(Cc2ccc(F)cc2)c(C)c1NC(=O)c1noc2c1CCc1ccccc1-2
 : 0%&0%	-8%&-19%	4.6µM*
> CCC(C)NC(=O)Cn1cnc2sc(C)cc2c1=O (configuration not stated)
 : -5%	28%	-12%
> N#Cc1cc2ccc(N3CCOCC3)cc2cc1C#N
 : -9%	-1%	7.3µM*
> COc1ccc(C2SCC(=O)N2c2ccc(C)cc2)cc1 (configuration not stated)
 : -6%	1%	-6%
> N#CCOc1ccccc1/C=C/c1nc2ccccc2c(=O)[nH]1
 : 3%	-14%	-30%
> COc1cccc(-n2c(COc3ccc(C)cc3)nnc2SCC(=O)O)c1
 : -5%	0%	-18%
> O=C(COC(=O)CNS(=O)(=O)/C=C/c1ccccc1)Nc1cc(S(=O)(=O)N2CCCCC2)ccc1Cl
 : -20%	-27%	-29%
> COc1ccc(NC(=O)CSc2nnc(C3CC3)n2-c2ccccc2)cc1
 : -2%	4%	-16%
> O=C1/C(=C/c2ccncc2)N=C2CCCCCN12
 : 7%	-21%	-8%
> CCn1c(SCC(=O)Nc2cc(Cl)ccc2OC)nnc1C1CC1
 : 0%	-1%	3%
> O=C(NCC1CC1)Nc1ccccc1
 : 1%	13%	3%
> O=C1CCC(C(=O)NC2(C(=O)NC3CCCCC3)CCCCC2)N1 (configuration not stated)
 : -2%	1%	-1%
> Cc1sc2ncn3c(C)nnc3c2c1C
 : 2%	-6%	-14%
> CCOc1ccc(CCNC(=O)c2cc(-c3ccccc3)c(N3CCOCC3)s2)cc1OCC
 : 16%	-13%	u
> CC1CCc2nc3ccc(S(=O)(=O)N4CCC(C(=O)NC(C)c5ccccc5)CC4)cc3c(C(=O)O)c2C1 (configuration not stated)
 : -1%	-5%	6%
> O=C(O)C1CCCCC1C(=O)Nc1ccc(Cl)cc1Cl (configuration not stated)
 : -15%	-4%	-12%
> Cc1ccc(NC(=O)Cn2c(C)cc(C)c(C#N)c2=O)cc1F
 : 1%	-21%	6%
> CCN(CC)S(=O)(=O)c1ccc(NC(=O)COC(=O)c2cc(S(=O)(=O)Nc3ccc(OC)cc3)ccc2O)cc1
 : 0%	-12%	u
> S=C(c1ccc(-c2ccc(Cl)cc2Cl)o1)N1CCCCC1
 : 0%	0%	-27%
> Cc1ccc(/C=N/n2c(C)nnc2C)o1
 : -10%	-1%	u
> Cc1cc(C(=O)N/N=C/c2cn[nH]c2-c2ccccc2)cs1
 : 1%	-2%	-9%
> COc1cc(OC)cc(C(=O)NNc2nc3cc4c(cc3s2)OCO4)c1
 : -19%	-7%	-3%
> Cc1noc(C)c1COc1ccccc1C(=O)N(C)Cc1ccc(C(C)(C)C)cc1
 : u	-7%	7.3µM*
> CCOC(=O)c1cc2nc(-c3ccccc3)cc(C)n2n1
 : -2%	-5%	-4%
> COc1ccc(C(C)=O)cc1CSC(=N)N
 : 12%	-11%	u
> Cc1ccc(C)c(NC(=O)CSc2nnc([C@@H](N)Cc3ccccc3)o2)c1
 : 17%	-16%	-15%
> O=C(CSc1nnc(CNC(=O)c2c(F)cccc2Cl)o1)Nc1ccc2c(c1)OCO2
 : -7%	-5%	-13%
> N#Cc1nc(Cc2ccccc2)oc1N1CCN(c2ccccc2)CC1
 : -12%	-2%	10µM*

Reformatted: entries from further up
structure	FEN1 inhibitor	GCN5L2 inh	TDP1 cell CPT
Cc1cc(C(=O)N/N=C/c2cn[nH]c2-c2ccccc2)cs1	1%	-2%	-9%
Cc1ccc(C)c(NC(=O)CSc2nnc([C@@H](N)Cc3ccccc3)o2)c1	17%	-16%	-15%
S=C(c1ccc(-c2ccc(Cl)cc2Cl)o1)N1CCCCC1	0%	0%	-27%
Cc1ccc(/C=N/n2c(C)nnc2C)o1	-10%	-1%	u
COc1ccc(C(C)=O)cc1CSC(=N)N	12%	-11%	u
N#Cc1nc(Cc2ccccc2)oc1N1CCN(c2ccccc2)CC1	-12%	-2%	10µM*

(list continues)
Sequence of screens – FEN1 inhibitor	GCN5L2 inh	TDP1 cell CPT
> c1ccc2nccnc2c1
 : -19%	x	0.79µM*
> CCOC(=O)c1c(S(=O)(=O)N2CCc3ccccc32)c(C)n(C)c1C
 : -1%	-4%	23µM*
> CCOC(=O)CC1CCCCN1C(=O)c1ccc2oc(CCc3ccccc3)nc2c1 (configuration not stated)
 : 6%	-7%	21µM*
> COc1ccc(NC(=O)CSc2nc3scc(C)c3c(=O)[nH]2)cc1
 : 0%	-1%	-1%
> CCc1ccc(OCc2ccc(C(=O)O)o2)cc1
 : 4%	-3%	7%
> O=C(Cn1cnc2c(nnn2Cc2ccccc2)c1=O)NCC1CCCO1 (configuration not stated)
 : 1%	-28%	-17%
> Cc1[nH]n2c(=O)c(C#N)c(-c3ccccc3)nc2c1-c1ccccc1
 : -1%	28%	3%
> CCCCN(CCCC)S(=O)(=O)c1ccc(NC(=O)CN2CCOCC2)cc1
 : 5%	21%[0.501 µM]	u
> CC(=O)c1ccc(OCCNS(=O)(=O)c2ccc(-n3cnnn3)cc2)cc1
 : 18%	-4%	u
